MazEF act = activators of E. coli MazEF toxin-antitoxin RNase, primary screen, biochemical, fluorescence, uHTS; FAM/BHQ RNA-DNA oligo cleavage fluorescence, 5 h; activation, % at 20 µM; hit rate 0.32% among 350,000; AID 504720, 2011; in the data active means activation above about 50%
Target sequence (P0AE70 whole entry, looked up): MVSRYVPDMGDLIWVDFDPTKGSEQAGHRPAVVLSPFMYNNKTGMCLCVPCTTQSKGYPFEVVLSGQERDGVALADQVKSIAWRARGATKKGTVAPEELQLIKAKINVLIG
BoNT A protease = BoNT/A light chain protease inhibitors, primary screen, biochemical, flow cytometry, MLPCN library | Botulinum neurotoxin type A light chain protease (Clostridium botulinum A str. ATCC 3502) | multiplex microsphere protease substrate cleavage | inhibition, % at 10 µM | hit rate 0.17% among 360,000 | AID 588499, 2011; further: plate controls were buffer without enzyme for full effect and enzyme alone for no effect
3CLpro inhibitor = SARS-CoV 3CLpro protease inhibitors, primary screen, biochemical, quenched FRET; Replicase polyprotein 1ab (Severe acute respiratory syndrome coronavirus), P0C6X7; hit rate 0.14% among 290,000; inhibition, % at 6 µM; recombinant SARS-CoV 3CLpro, quenched FRET peptide cleavage; in the data active means inhibition above about 12%
BoNT-F LC inh = BoNT/F light chain protease inhibitors, primary screen, biochemical, flow cytometry, MLPCN library; Botulinum neurotoxin type F light chain protease (Clostridium botulinum); Multiplex microsphere protease cleavage assay; inhibition, % at 10 µM; hit rate 0.22% among 360,000; AID 588497, 2011; in the data active means inhibition above about 35%, passing the limit was not always enough; inconclusive means no clear call, values can overlap the other calls; further: plate controls were buffer without enzyme for full effect and enzyme alone for no effect
PrPC surface inh = inhibitors of human cell surface prion protein PrPC, primary screen, cell-based, TR-FRET. Major prion protein (Homo sapiens), P04156. TR-FRET read-out. inhibition, % at 13.8 µM. hit rate 0.43% among 370,000. AID 720596, 2013; in the data active means inhibition above about 24%; further: 0% = median of the test wells and 100% = reference compound wells
DUSP3 inh = VHR1 phosphatase inhibitors, primary screen, biochemical, absorbance, uHTS; recombinant VHR phosphatase, pNPP absorbance; hit rate 0.52% among 290,000; inhibition, % at 13.3 µM; Dual specificity protein phosphatase 3 (Homo sapiens), P51452; in the data active means inhibition above about 50%; further: some compounds called inactive have numbers as strong as hits
Target sequence (P51452 whole entry, looked up): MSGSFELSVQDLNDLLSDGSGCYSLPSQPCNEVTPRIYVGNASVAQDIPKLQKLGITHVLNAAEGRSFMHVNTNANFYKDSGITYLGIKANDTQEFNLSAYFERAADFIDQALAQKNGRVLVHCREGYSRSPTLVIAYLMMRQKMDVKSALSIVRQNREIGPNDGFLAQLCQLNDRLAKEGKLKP
Anthrax LF prot = Bacillus anthracis LF protease inhibitors, primary screen, biochemical, multiplex microsphere, MLPCN library. inhibition, % at 10 µM. multiplex microsphere protease cleavage assay. Lethal factor (Bacillus anthracis), P15917. hit rate 0.12% among 360,000. AID 588501, 2011; further: plate controls were buffer without enzyme for full effect and enzyme alone for no effect
CCHFV vOTU inh = CCHFV vOTU protease inhibitors, primary screen, biochemical, Pep-AMC substrate, fluorescence; inhibition, % at 11.5 µM; hit rate 0.55% among 370,000; in the data active means inhibition above about 30%; further: 0% = vehicle wells with enzyme and 100% = no enzyme wells
Rv3671c inh = Rv3671c serine protease inhibitors, primary screen, biochemical, fluorescence polarization, M. tuberculosis H37Rv; P9WHR9; inhibition, % at 5.96 µM; hit rate 0.048% among 320,000; AID 2606, 2010; in the data active means inhibition above about 38%;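 further: extracellular domain of Rv3671c used as enzyme; 0% = enzyme with DMSO and 100% = no enzyme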
Target sequence (P9WHR9 whole entry, looked up, the tested form may be a part): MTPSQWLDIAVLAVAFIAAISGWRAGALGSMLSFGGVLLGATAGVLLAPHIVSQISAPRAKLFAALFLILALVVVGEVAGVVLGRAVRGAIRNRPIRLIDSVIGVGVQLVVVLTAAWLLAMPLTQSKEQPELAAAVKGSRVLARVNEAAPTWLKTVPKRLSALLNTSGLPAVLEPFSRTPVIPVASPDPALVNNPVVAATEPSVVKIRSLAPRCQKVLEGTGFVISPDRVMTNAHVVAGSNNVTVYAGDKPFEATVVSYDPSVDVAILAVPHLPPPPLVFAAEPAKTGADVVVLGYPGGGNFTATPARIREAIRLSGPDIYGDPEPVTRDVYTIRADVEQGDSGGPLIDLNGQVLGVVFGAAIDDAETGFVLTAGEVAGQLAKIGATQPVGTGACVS
PriA SSB inh = inhibitors of Klebsiella pneumoniae PriA binding to SSB C-terminal tail, primary screen, biochemical, AlphaScreen; PriA–SSB C-terminal tail interaction (Klebsiella pneumoniae); AlphaScreen SSBct-PriA binding, biotinylated peptide; inhibition, % at 33 µM; hit rate 0.6% among 430,000; in the data active means inhibition mostly above about 37%, no sharp cut-off; inactive means mostly below about 20%;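 further: plate controls were negative control peptide for no effect and reference peptide for full effect; strong numbers were not always called active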
Numbers without * were called inactive; i = inactive; u = inconclusive; x = no result given; & = joins results of further samples. Unless noted, no stated cut-off is given here; in the data, active means inhibition above about 30%; inconclusive means no clear call, values can overlap the other calls; inactive means below that. The list is partial; rates above refer to the full screens.

SMILES	MazEF act	BoNT A protease	3CLpro inhibitor	BoNT-F LC inh	PrPC surface inh	DUSP3 inh	Anthrax LF prot	CCHFV vOTU inh	Rv3671c inh	PriA SSB inh
Cc1ccc(C(=O)/C=C/c2ccco2)c(O)c1	0	-1.0	3	-2	-5	-14	-1	-5	-6	-3
Cc1ccc2c(CN3CCCCC3C)cc(=O)oc2c1C (centres undefined)	4	0.6	-1	3	-3	9	18	-6	x	-1
O=C(OCCO)c1c(-c2ccccc2)oc2c1C(OCCO)CCC2 (centres undefined)	x	-0.5	x	2	-4	x	-7	2	x	x
Cn1c(C2=C(O)CN(Cc3ccccc3)C2=N)nc2ccccc21	15	-1.2	7	3	7	-11	-6	-14	6	-8
COc1nc2ccccc2nc1N1CC1	x	0.0	x	5	3	x	2	-28	x	x
O=C(NCC(=O)N(c1cccnc1)C(C(=O)NC1CCCC1)c1ccccc1F)c1ccco1 (centres undefined)	-6	-2.4	-4	8	x	-4	-10	x	-13	-3
CC(C)CN(CC(C)C)CC(O)COc1ccccc1Br (centres undefined)	-2	-0.2	5	-4	-4	14	-2	18	-1	-35
CC1(C(=O)N2CCN(c3ccc([N+](=O)[O-])cc3)CC2)CC1(Cl)Cl (centres undefined)	11	-1.0	4	12	-21	5	1	2	3	2
Cc1ccc(OCC(=O)NC(=S)Nc2ccc(Br)c(C)n2)cc1	-10	0.2	-1	3	-1	13	-1	-1	-4	-4
O=C(CSc1nnc(CN2CCCC2)n1-c1ccc(F)cc1)c1ccc2c(c1)OCO2	-5	2.6	x	6	5	x	-1	5	x	-2
COc1cccc(CNC(=O)CCC2CCCN(C(=O)C3=CC(=O)CC(C)(C)O3)C2)c1 (centres undefined)	5	-0.9	4	-8	7	20	-3	13	1	-15
CCCCCc1c(-c2cccc(OC)c2)ncn1CCc1ccccc1OC	x	-0.2	x	1	17	x	-1	24	x	x

Five entries from above, comma-delimited:
SMILES,MazEF act,BoNT A protease,3CLpro inhibitor,BoNT-F LC inh,PrPC surface inh,DUSP3 inh,Anthrax LF prot,CCHFV vOTU inh,Rv3671c inh,PriA SSB inh
Cn1c(C2=C(O)CN(Cc3ccccc3)C2=N)nc2ccccc21,15,-1.2,7,3,7,-11,-6,-14,6,-8
COc1nc2ccccc2nc1N1CC1,x,0.0,x,5,3,x,2,-28,x,x
Cc1ccc2c(CN3CCCCC3C)cc(=O)oc2c1C (centres undefined),4,0.6,-1,3,-3,9,18,-6,x,-1
CC(C)CN(CC(C)C)CC(O)COc1ccccc1Br (centres undefined),-2,-0.2,5,-4,-4,14,-2,18,-1,-35
CC1(C(=O)N2CCN(c3ccc([N+](=O)[O-])cc3)CC2)CC1(Cl)Cl (centres undefined),11,-1.0,4,12,-21,5,1,2,3,2

The results go on:
SMILES	MazEF act	BoNT A protease	3CLpro inhibitor	BoNT-F LC inh	PrPC surface inh	DUSP3 inh	Anthrax LF prot	CCHFV vOTU inh	Rv3671c inh	PriA SSB inh
COc1ccc(N=Nc2c(C)n[nH]c2C)cc1	13	2.0	-2	5	3	12	-3	6	1	3
CCOC(=O)c1nc(NNC(C)=O)sc1C	-2	-0.7	2	-3	0	16	-1	9	0	5
CC(C)CN1C(=O)C(=O)N(CC(=O)c2ccc[nH]2)C1=O	6	-0.6	x	-4	-4	x	6	-7	6	-8
Cc1nc(-c2c(C(F)(F)F)noc2-c2ccc(O)cc2O)cs1	-1	u	4	-9	-2	10	-2	-14	-11	8
O=C(NNC(=O)c1ccccc1OCc1ccccc1Cl)c1csc(N2CCOCC2)n1	-7	-1.9	-4	4	4	-9	-2	-5	-16	-11
CCCCCCCCN1C(=O)[C@H](CC(=O)N2CCC(c3ccccc3)CC2)C[C@@]2(C(=O)OC)CCCCC=C12	x	-0.1	x	-2	-3	x	-4	19	x	x
CCOC(=O)c1c(C=O)c(C)n(Cc2ccc(Cl)cc2)c1C	-2	-0.7	4	5	0	38	5	10	1	-4
CCOc1ccc(C(=O)Nc2cccc3ncccc23)cc1Cl	6	-0.2	-2	u	5	27	3	2	0	-11
Cc1ccc(OCCN2CCCCCC2)c(C)c1	2	-0.1	6	-2	4	3	-7	10	1	8
NC(=O)C1CCN(CC(=O)N2c3ccccc3CCc3ccccc32)CC1	6	-0.3	-2	16	-6	2	3	6	-4	-2
Cc1ccc(S(=O)(=O)NCC23C=CC(O2)C2C(=O)N(c4ccccc4)C(=O)C23)cc1 (centres undefined)	-1	-1.3	4	-5	1	23	-1	-7	3	-5
CCC(=O)Nc1ccc(N2CCCCC2)cc1	-3	0.4	0	-12	2	-20	-3	6	-1	-3
C[C@H]1Cn2cnc(C(=O)N[C@H](C)c3ccccc3)c2C(=O)N1	4	-0.8	x	-2	7	x	-6	6	x	x
Cc1ccc(CNC(=O)Cc2csc(Nc3nc(=S)[nH]c4ccccc34)n2)cc1	x	x	7	x	-3	25	x	-8	-7	x
CC(=O)N[C@@H](Cc1c[nH]c2ccccc12)C(=O)OCc1ccc(C#N)cc1	3	0.1	-1	-13	-1	36	-22	-6	-12	4
CCC(=O)N1CCN(c2ccccc2NC(=O)c2cccs2)CC1	4	x	2	x	-11	26	x	-5	-8	-6
CNC(=O)CN1C(=O)CSc2ncccc21	2	-1.2	-4	-15	3	-12	-13	2	7	-2
CCc1nc2ccc(C(=O)N3CCCCC3)cn2c1N(CCC(C)C)CCN(C)C	x	0.2	x	-2	2	x	1	10	x	x
COc1cccc2c(SCC(=O)N/N=C/c3ccccc3)cc(C)nc12	-4	0.0	-6	-2	8	-18	0	-10	-7	i
O=C(COC(=O)CNC(=O)c1ccc([N+](=O)[O-])o1)Nc1ncc(C(F)(F)F)cc1Cl	7	3.1	x	2	-23	x	8	17	-2	-3
Cn1c(=O)[nH]c(=O)c2c1[nH]c(=S)n2CCCc1ccccc1	-6	-2.3	5	1	4	83	4	9	x	-5
Cc1cc(C)cc(NS(=O)(=O)c2ccc3c(c2)c(=O)n(C)c(=O)n3C)c1	-2	2.4	4	12	17	2	2	4	-1	-9
CCc1c(C)nc(Nc2nc(C)c3cc(OC)ccc3n2)[nH]c1=O	-156	-0.8	3	-16	2	5	-3	8	3	-13
CCCCCCOc1ccc(C(=O)n2cnc(N)n2)cc1	-4	1.8	1	-2	-1	27	1	-4	6	-23
COCCN1C(=NCCCOC(C)C)N[C@@H](c2ccccc2)C(C(=O)OC)=C1C	6	1.2	0	-6	-8	17	-3	1	-5	7
CCCCn1c(N)c(N(C(=O)CSc2nncn2-c2ccccc2)C2CCCC2)c(=O)[nH]c1=O	6	-0.4	x	-6	6	x	3	4	x	0
O=C(Nc1nc(-c2ccccn2)cs1)c1ccc2c(c1)OCCO2	34	-1.9	0	-16	6	26	-3	6	-1	3
Cc1ccccc1N/C(=C(/C(Cl)=C(Cl)Cl)[N+](=O)[O-])n1nnc2ccccc21	3	1.3	1	5	1	7	-1	9	-2	12
O=C(CCNC(=O)Cn1cnc2ccccc2c1=O)NCC1CCCO1 (centres undefined)	9	-2.3	17*	-4	2	-2	-2	-11	13	1
O=C(COc1ccccc1)NC(=S)N1CCc2ccccc21	-1	0.4	0	0	9	12	0	9	0	6&-3
Cc1c2cnn(CC(=O)NCCCN3CC(C)CC(C)C3)c(=O)c2c(C)n1Cc1ccc(Cl)cc1 (centres undefined)	12	-2.9	3	-8	-9	6	1	-11	-2	6
CCc1nccn1-c1cc(C(C)(C)C)nc2c(-c3ccc(Cl)cc3)cnn12	-10	-0.6	4	-7	-3	19	-4	-4	-2	1
CCOc1ccccc1OCC(=O)N/N=C(\C)Cc1ccc(OC)cc1	5	0.5	3	2	12	-4	3	11	-9	x
O=C(NC1CC1)c1ccc(Cl)c(S(=O)(=O)N2CCOCC2)c1	13	0.6	2	2	-14	14	5	3	6	5
O=C(NCc1ccco1)c1ccccc1SCC(=O)N1CCCC1	1	0.3	x	4	-5	x	3	-9	-8	4
CC(C)CCNC(=O)CN(CC1CCCO1)C(=O)CCC(=O)Nc1ccccn1 (centres undefined)	3	-0.6	4	-3	0	40	-1	0	-2	2
COc1ccc(Nc2nnc(C)c(=O)[nH]2)cc1	7	0.6	-4	8	-1	21	3	-1	-1	-15
COc1ccc(OCC(=O)N2CC3(C)CC2CC(C)(C)C3)cc1 (centres undefined)	1	0.3	-1	-1	-2	10	0	-5	-6	3
CC(=O)c1c(C)n(-c2ccc(N(C)C)cc2)c2ccc(OCC(N)=O)cc12	-2	0.1	2	7	-4	25	-1	15	8	-18
c1ccc2c(c1)nc1n2CN(Cc2ccc3c(c2)OCO3)CN1	5	-0.4	-2	-19	5	22	-13	-1	14	-2
Cc1cc(C(=O)N2CC(C)CC(C)C2)c(C)o1 (centres undefined)	4	-0.5	x	-10	-4	x	0	4	1	1
CC1CCN(C(=O)C2CCN(S(=O)(=O)c3cccc4nsnc34)CC2)CC1	-4	-1.5	-1	0	-7	16	-2	-5	0	-9
O=C(COc1ccccc1Cl)Nc1cc(NC(=O)COc2ccccc2Cl)cc(C(=O)O)c1	-5	1.4	3	0	-1	-5	-9	6	x	-11
Cc1nc2c(C(=O)NCc3cccs3)cnn2c(C)c1Cc1ccc(F)cc1	x	x	-1	x	3	1	x	5	7	x
CC1CCCCC1NC(=O)CN1CCC(NC(=O)C(C)(C)C)CC1 (centres undefined)	1	0.1	x	3	-5	x	1	-4	x	x
CN(C)C(=O)N1CCCC(C(=O)NCc2ccccc2Cl)C1 (centres undefined)	8	0.7	0	9	-3	6	1	-12	3	0
CC(=O)NCCc1nc2ccccc2n1Cc1ccccc1	2	-0.9	4	-8	-2	17	-13	2	7	97*
COc1ccc2cc(/C=N/NC(=O)c3ccc(CN(c4ccc(C)c(C)c4)S(C)(=O)=O)cc3)c(Cl)nc2c1	0	2.1	-3	1	20	-2	-4	11	-172	x
O=C(COc1cc(O)c2c(=O)cc(-c3ccccc3)oc2c1)c1cccc([N+](=O)[O-])c1	6	-8.0	-2	u	3	10	-13	-1	0	2
Cc1nc(SCC(=O)Nc2ccc(OCc3ccccc3)cc2)n[nH]1	4	0.0	2	-6	1	-17	-2	-11	-1	-9
CCC(=O)Nc1ccc(C(=O)NNC(=O)c2ccc(C)cc2)cc1	4	2.2	0	u	4	13	-8	1	-5	-23
Cc1ccc(N2CCN(CC(O)COC3CCCCC3)CC2)cc1 (centres undefined)	5	0.3	1	3	-4	-4	4	3	3	-1
Cc1ccc(C(=O)/C=C/Nc2cccc(O)c2)cc1	23	0.5	1	-13	-1	-5	-15	-18	10	x
O=C(c1ccc2c3n(nc2c1)-c1ccccc1CO3)N1CCCCC1	2	0.7	x	1	-14	-4	0	5	6	-2
CCN(CC)CCNC(=O)c1ccc(NC(=O)/C=C/c2ccc3ccccc3n2)cc1	4	x	-9	x	-22	14	x	2	x	-5
CC(Sc1nc(N)cc(=O)[nH]1)C(=O)NCC(=O)Nc1ccc(F)c(F)c1F (centres undefined)	5	-0.1	x	-4	-2	x	2	2	4	-5
Cc1nnc(NC(=O)CSc2nnc(Cc3cccn3C)n2C)s1	-5	0.2	-2	1	-1	-2	-6	-2	2	-12
Cc1ccc(C(=O)NCC(=O)NC23CC4CC(CC(C4)C2)C3)cc1	-10	-1.7	-2	5	-8	-6	0	5	-1	-6

Screening results deposited in PubChem by several laboratories.
